High-throughput results as filed in PubChem.
NCI-60 one-dose screen, 48 h, at 10 µM unless noted. Numbers give growth in % (100 = growth as untreated, 0 = no growth, -100 = all killed).
HOP-92 – HOP-92 NSCLC cells; hit rate 6.3% among 71,000; AID 1794738
HOP-62 – HOP-62 NSCLC; hit rate 3.9% among 80,000; AID 1794735
EKVX – EKVX NSCLC; hit rate 3% among 71,000; AID 1794765
UACC-62 – UACC-62 melanoma. hit rate 5.4% among 81,000
M14 – M14 melanoma; hit rate 6.2% among 80,000
A549/ATCC – A549/ATCC NSCLC; hit rate 3.7% among 81,000; AID 1794740
UACC-257 – UACC-257 melanoma. hit rate 4.4% among 78,000. AID 1794764
MALME-3M – MALME-3M melanoma | hit rate 5.8% among 78,000 | AID 1794766
Active calls of the source: *; . = no result given; & = joins results of further samples. Rule for the calls: active = growth percent below 10; inactive = the rest.

mol	HOP-92	HOP-62	EKVX	UACC-62	M14	A549/ATCC	UACC-257	MALME-3M
CC(=O)Nc1nc(C)c(C(=O)NN)s1	3.8*	.	143	92	113	101	108	120
CCC(=O)Nc1ccc(Cl)cc1	94	97	100	.	106	93	90	115
Cc1ccc[n+](CC(=O)c2ccc(-c3ccccc3)cc2)c1	89	90	86	102	94	78	.	102
COC(=O)C1=Nc2ccc(F)cc2/C1=C/c1sc(=S)[nH]c1O	23	19	37	54	2.3*	18	46	61
COC(=O)C(C)C(=O)c1cn(C2CC2)c2cc(N3CCNCC3)c(F)cc2c1=O (stereo not drawn)	.	86	96	99	103	101	108	110
C=C(C)[C@@H]1CC[C@]2(C(=O)NCCCN(CCCN)CCCN)CC[C@]3(C)[C@H](CC[C@@H]4[C@@]5(C)CCC(=O)C(C)(C)[C@@H]5CC[C@]43C)[C@@H]12	102	99	99	93	104	99	99	102
COc1ccc2oc(=O)cc(-c3sc(N4CCOCC4)nc3-c3ccccc3)c2c1	83	85	91	72	96	96	97	104
CN(C)c1ccc(/C=N/NC(N)=S)nc1	44	75	81	33	37	62	82	80
Cc1cc(Nc2cccc(F)c2)nc(NCc2ccccc2)n1	-2.6*	71	.	17	29	16	30	44
Cc1ccc2nc(Cl)c(/C=C/C(=O)c3ccc(N)cc3)cc2c1	126&111	115&127	99&109	95&95	112&120	111&125	114&127	104&111
CC(C)(C)c1nc(N)c2c(Nc3ccc(Cl)cc3)[nH]nc2n1	115	106	101	88	99	89	109	100
CCN(CC)Cc1c2c(O)c3c(O)c(C)c4c(c3c1O)C(=O)C(C)(O/C=C/C(OC)C(C)C(OC(C)=O)C(C)C(O)C(C)C(O)C(C)/C=C/C=C(\C)C(=O)N2)O4 (stereo not drawn)	128	113	87	103	104	116	120	86

The list continues.
mol	HOP-92	HOP-62	EKVX	UACC-62	M14	A549/ATCC	UACC-257	MALME-3M
N#Cc1c(-c2ccc(Cl)cc2)nc(N/N=C/c2cccc(F)c2)nc1N1CCOCC1	109	90	74	95	94	91	118	109
O=C(CNNC(=O)c1ccncc1)Nc1ccc(S(=O)(=O)c2ccc(NC(=O)CNNC(=O)c3ccncc3)cc2)cc1	70	106	103	100	109	101	107	110
NC1=NCCN1	80	100	102	97	101	113	143	69
O=C1NCCS(=O)(=O)/C1=C\C=C\c1cccc(C(F)(F)F)c1	100	36	82	-15*	7.1*	39	39	30
COC1(OC)C2(Cl)CCC1(Cl)C(Cl)=C2Cl	.	129	104	101	97	96	93	99
CCCN1[C@@H]2CC[C@H]1/C(=C\c1ccc(OC)cc1OC)C(=O)/C2=C/c1ccc(OC)cc1OC	24	62	51	32	37	60	61	81
O=C1NCC(c2ccccc2)(c2ccccc2)C(=O)N1	98	108	106	91	114	108	116	120
O=c1nc(-c2ccccc2)c2cc(-c3ccc(N4CCOCC4)nc3)ccc2[nH]1	59	86	91	92	95	87	91	118
CCN1CCN(c2ccc3c4c(cccc24)C(=O)N(NCC(O)COc2ccc4c(C)cc(=O)oc4c2)C3=O)CC1 (stereo not drawn)	99	92	94	93	90	96	81	77
O=c1[nH]c2ccccc2cc1CSc1ccccc1Nc1nccc(-c2ccc3c(c2)OCO3)n1	72	41	87	69	89	82	94	80
O=C(O)/C=C\C(=O)ONCc1ccccc1	.	93	.	108	100	102	101	90
COc1ccc(N=Nc2c(N)nn3c(-c4ccc(OC)c(OC)c4)c4c(N)c(C#N)c(N)nc4nc23)cc1	99	93	71	92	102	89	106	113

(list continues)
mol	HOP-92	HOP-62	EKVX	UACC-62	M14	A549/ATCC	UACC-257	MALME-3M
O=C(NCc1ccc(Cn2c(=O)sn(-c3ccccc3)c2=O)cc1)OCc1ccc2c(Br)cc(Br)c(O)c2n1	-59*	-48*	-92*	-76*	-63*	-52*	-17*	-77*
C/C=C1\C[C@]23CC[C@]4(C)[C@H](CC[C@@H]5[C@@]6(C)CC[C@H](O)C(C)(C)[C@@H]6CC[C@]54C)[C@H]2[C@H](C)C1(C)OC3	98	110	103	96	106	101	98	104
COc1ccc(-c2[nH]ncc2/C=C/c2cc(C(F)(F)F)[nH]c(=O)n2)cc1	59	96	.	102	99	104	98	76
COc1ccc2c(c1)C=C1COCC3=Cc4cc(OC)ccc4OC13O2	110	107	98	99	100	105	105	103
ClC(Cl)(Cl)c1nc(Nc2nc(-c3ccccc3)cs2)nc(-c2ccncc2)n1	91	99	93	96	104	107	105	97
O=C(CSc1ccc(-c2ccc(Cl)cc2)nn1)Nc1ccc(Cl)c(C(F)(F)F)c1	76	57	44	33	51	71	68	54
Fc1nc(F)c2sccc2n1	92	.	95	104	98	98	98	108
S=C1SCC(COc2ccc(Cl)cc2)S1 (stereo not drawn)	.	119	104	97	107	95	104	110
Cc1ccc(S(=O)(=O)Nc2ccc3nc(C)oc3c2)cc1	67	.	90	79	93	83	100	91
CCN(CCNc1ccc(C)c2sc3cc(Cl)ccc3c(=O)c12)CC(C)(C)O	48	45	82	-60*	-66*	51	-8.8*	67
COc1ccc2nc(-c3ccc(N/C=C\C(=O)c4cc(OC)c(OC)c(OC)c4)cc3)sc2c1	.	103	.	105	105	92	102	96
CCN(CC)/N=N/c1nc[nH]c1C(N)=O	15	76	95	75	44	98	79	56

(next part)
Each structure is followed by: HOP-92	HOP-62	EKVX	UACC-62	M14	A549/ATCC	UACC-257	MALME-3M
- COc1ccc2oc3cc(NCCN(C)C)ccc3c(=O)c2c1
→ 82&88	54&88	86	101&100	77&96	74&95	87	82&95
- N#CC1=C(/N=C/c2ccccc2)Oc2c(ccc3ccccc23)C1c1ccccc1[N+](=O)[O-] (stereo not drawn)
→ 81	94	74	90	96	104	99	105
- Cc1cncc2c(=O)n(-c3ccccc3)n(C)c12
→ 91	91	92	104	104	87	98	102
- COc1cc(NC(=O)CN2CCN(c3cc4c(cc3F)c(=O)c(C(=O)O)cn4C3CC3)CC2)cc(OC)c1OC
→ 81	92	103	99	108	103	97	115
- Cc1nc2c(=O)[nH]c(SCC(=O)Nc3cccc(Cl)c3)nc2[nH]c1=O
→ 102	99	105	96	101	103	108	99
- O=C(Nc1ccc2[nH]ncc2c1)c1csc(Nc2ccccc2)n1
→ 78	51	46	27	25	41	77	69
- COC(=O)/C=C1\CCC(C(=O)NCc2ccc(Cl)cc2Cl)N1C (stereo not drawn)
→ 116	102	96	96	100	97	104	80
- CCOc1ccc(/C=C2\SC(=S)N(N3CCOCC3)C2=O)cc1OC
→ 107	101	101	95	112	100	93	106
- Cc1ccc[n+](CC(=O)c2ccc3ccccc3c2)c1
→ 116	100	104	99	114	109	113	121
- CCOC(=O)c1cc(C(=O)c2cc(OC)cc(OC)c2)n2nc(C)ccc12
→ 14	48	76	47	11	27	59	74
- OC(c1ccccc1)(c1cccnc1)C(O)(c1ccccc1)c1cccnc1 (stereo not drawn)
→ 95	91	104	97	98	88	103	95
- CCc1ccc(C2=NN(c3ccc(S(N)(=O)=O)cc3)C(c3ccccc3)C2)cc1 (stereo not drawn)
→ 102	108	98	93	112	87	113	97
- N#Cc1c(-c2ccc(F)cc2)nc(SCc2ccc([N+](=O)[O-])cc2)[nH]c1=O
→ 67	102	88	89	101	91	91	119
- CCCNC(=S)/N=C\c1c(O)c2ccccc2oc1=O
→ 92	90	90	99	89	108	102	99
- COc1ccc(C2SC(C)C(=O)N2NC(=O)c2[nH]c3ccc(F)cc3c2-c2ccccc2)cc1 (stereo not drawn)
→ .	89	97	67	97	92	102	91
- CN(C)CC(C)(CN(C)C)C(=O)/C=C/c1c(Cl)cccc1Cl
→ 40	95	5.6*	20	13	81	52	-67*
- COc1ccc(N2C(=O)N(c3ccc(SC)cc3)C(=O)C2=S)cc1
→ 96	94	102	92	93	74	74	108
- COc1cc2ncnc(Oc3ccc(NC(=O)Nc4cnn(C(C)C)c4)c4ccccc34)c2cc1OC
→ 89	96	96	99	113	92	97	124
- O=C(NCc1ccccc1)c1ccc2c(c1)NC(=O)[C@H]1CCCN21
→ 106	99	98	101	98	103	98	96
- Cc1nc2nc[nH]c(=O)c2nc1C
→ .	103	115	113	114	110	121	.

(list continues)
Each structure is followed by: HOP-92	HOP-62	EKVX	UACC-62	M14	A549/ATCC	UACC-257	MALME-3M
- Cc1cc(NCCN2CCCCC2)c2ccc3ccccc3c2n1
→ 98	82	.	76	93	75	97	103
- COc1ccc(/C=C(/C2=NCCN2)n2cnc3ccccc32)cc1
→ 76	100	100	95	97	103	96	95
- COc1c(O)cc2oc3cc(O[C@H]4OC[C@H](O)C(O)C4O)c(CC=C(C)C)c(O)c3c(=O)c2c1CC=C(C)C (stereo partly drawn)
→ 81	96	89	94	94	93	97	102
- C=CCNC(=S)NCC
→ 84	98	102	87	106	108	104	88
- COc1cc(OC)nc(NC(=O)CNc2nnc(-c3cccnc3SCc3ccccc3)s2)n1
→ 37	107	87	89	104	85	101	107
- COc1ccc(/C=C2\Cc3c(F)ccc(Br)c3C2=O)c(OC)c1
→ 95	98	88	92	100	100	101	99
- C=C(Cn1cc(-c2cccc(O)c2)nn1)[C@@H]1CC[C@]2(COC(C)=O)CC[C@]3(C)[C@H](CC[C@@H]4[C@@]5(C)CCCNC(C)(C)[C@@H]5CC[C@]43C)[C@@H]12
→ 74	95	63	60	91	81	90	82
- C=C(C)[C@@H]1CC[C@]2(C(=O)Nc3ccc(S(=O)(=O)c4ccc(NCCCN)cc4)cc3)CC[C@]3(C)[C@H](CC[C@@H]4[C@@]5(C)CC[C@H](O)C(C)(C)[C@@H]5CC[C@]43C)[C@@H]12
→ 97	106	101	101	105	104	111	103
- CC(C)(C)n1cc(-c2ccnc(NCCNS(=O)(=O)c3ccc(C(F)(F)F)cc3)c2)c(-c2ccccc2)n1
→ 3.6*	98	74	81	89	78	104	109
- COc1ccc2[nH]cc(C(c3c[nH]c4ccc(OC)cc34)C3CCN(S(=O)(=O)c4ccc(F)cc4)CC3)c2c1
→ 62	72	71	70	.	81	87	92
- O=S(=O)(NCCCNc1nccc(-c2c(-c3ccc(O)cc3)nc3sccn23)n1)c1ccc(C(F)(F)F)cc1
→ 112	67	.	14	17	59	35	.
- CCOC(=O)c1sc(N)nc1C(F)(F)F
→ 87	96	109	99	108	99	103	105
- Cc1ccc(C(=O)C(c2c[nH]c3ccccc23)c2c[nH]c3ccccc23)cc1
→ 90	90	56	51	34	49	77	73
- COc1ccc(Nc2ncnc3ccc(-c4cncc(NS(=O)(=O)c5cccc(F)c5)c4)cc23)cc1Cl
→ 17	64	67	70	73	78	76	48
- COc1ccc(-n2c(CSc3ccc(Cl)cc3)n[nH]c2=S)cc1
→ .	97	.	98	99	104	.	116
- COc1cc(C)cc(C(O)Cc2cccc(-c3ccc(N)nc3)n2)c1 (stereo not drawn)
→ .	106	101	104	105	98	95	104

An excerpt of these results, with each value named.
COc1ccc(/C=C2\Cc3c(F)ccc(Br)c3C2=O)c(OC)c1
- HOP-92: 95
- HOP-62: 98
- EKVX: 88
- UACC-62: 92
- M14: 100
- A549/ATCC: 100
- UACC-257: 101
- MALME-3M: 99
C=C(Cn1cc(-c2cccc(O)c2)nn1)[C@@H]1CC[C@]2(COC(C)=O)CC[C@]3(C)[C@H](CC[C@@H]4[C@@]5(C)CCCNC(C)(C)[C@@H]5CC[C@]43C)[C@@H]12
- HOP-92: 74
- HOP-62: 95
- EKVX: 63
- UACC-62: 60
- M14: 91
- A549/ATCC: 81
- UACC-257: 90
- MALME-3M: 82
COc1cc(OC)nc(NC(=O)CNc2nnc(-c3cccnc3SCc3ccccc3)s2)n1
- HOP-92: 37
- HOP-62: 107
- EKVX: 87
- UACC-62: 89
- M14: 104
- A549/ATCC: 85
- UACC-257: 101
- MALME-3M: 107
CCOC(=O)c1sc(N)nc1C(F)(F)F
- HOP-92: 87
- HOP-62: 96
- EKVX: 109
- UACC-62: 99
- M14: 108
- A549/ATCC: 99
- UACC-257: 103
- MALME-3M: 105
